# NF-kB expr up: NF-kB expression increase, human neuronal cells | NF-kB reporter expression; hits give high values | fold change at 12.5 µM | actives 1.6% (n = 190,000); in the data active = fold change above about 3.3
# Diaphorase act: counter-screen for diaphorase-based assays: diaphorase activators and chemical reducers; Diaphorase/resazurin coupled assay, resorufin fluorescence, 16 min; hits give high values; 1 = vehicle wells, 0 = NADH-free wells; activation factor at 20 µM; actives 0.005% (n = 190,000); AID 1229;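 active = diaphorase activity raised at least twofold by the compound at 20 µM; inactive = activation factor below 2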
#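 Material: Clostridium kluyveri diaphorase, purified enzyme; Quantity: enzyme 0.07 U/mL final; Medium: HEPES pH 7.4 buffer with MgCl2 and Tween 20; Dosing: single compound dose of 20 µM, 1% DMSO final; Schedule: 16 min reaction at room temperature; Measured by: red resorufin fluorescence at 544/590 nm excitation/emission.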
# APP transl inh: APP translation inhibition. actives 0.82% (n = 190,000). inhibition, % at 2 µM. SH-SY5Y APP 5'UTR-luciferase reporter, luminescence;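 active = inhibition above a set limit, derived from the sample mean plus 3 SD, cut at about 45% in these data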; note: values of inactives mirror those of a sister screen read the other way
# FLuc inhib CS: inhibits firefly luciferase, flagging false hits in luciferase inhibition screens; ATPLite firefly luciferase biochemical luminescence, 10 min; actives 1.5% (n = 200,000); inhibition, % at 10 µM; P08659;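 active = inhibition above about 50% when tested at 10 µM, limit read from the data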
# G6PDH counter: counter-screen for G6PDH assay hits: L. mesenteroides G6PDH inhibition | Purified L. mesenteroides G6PDH, diaphorase/resazurin coupled fluorescence, 45 min | inhibition, % at 5 µM | actives 0.12% (n = 200,000) | AID 1020; in the data active = inhibition above about 50%
# TLR4 MyD88 comp: TLR4-MyD88 interaction inhibition in cells. O00206+Q99836. HeLa CL3-4 TLR4/MyD88 BLA complementation, FRET ratio. inhibition, % at 8.4 µM. actives 0.18% (n = 200,000). AID 861; in the data active = inhibition above about 25%;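 note: 0% = vehicle and 100% = reference inhibitor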
# Target sequence (O00206 whole entry, looked up): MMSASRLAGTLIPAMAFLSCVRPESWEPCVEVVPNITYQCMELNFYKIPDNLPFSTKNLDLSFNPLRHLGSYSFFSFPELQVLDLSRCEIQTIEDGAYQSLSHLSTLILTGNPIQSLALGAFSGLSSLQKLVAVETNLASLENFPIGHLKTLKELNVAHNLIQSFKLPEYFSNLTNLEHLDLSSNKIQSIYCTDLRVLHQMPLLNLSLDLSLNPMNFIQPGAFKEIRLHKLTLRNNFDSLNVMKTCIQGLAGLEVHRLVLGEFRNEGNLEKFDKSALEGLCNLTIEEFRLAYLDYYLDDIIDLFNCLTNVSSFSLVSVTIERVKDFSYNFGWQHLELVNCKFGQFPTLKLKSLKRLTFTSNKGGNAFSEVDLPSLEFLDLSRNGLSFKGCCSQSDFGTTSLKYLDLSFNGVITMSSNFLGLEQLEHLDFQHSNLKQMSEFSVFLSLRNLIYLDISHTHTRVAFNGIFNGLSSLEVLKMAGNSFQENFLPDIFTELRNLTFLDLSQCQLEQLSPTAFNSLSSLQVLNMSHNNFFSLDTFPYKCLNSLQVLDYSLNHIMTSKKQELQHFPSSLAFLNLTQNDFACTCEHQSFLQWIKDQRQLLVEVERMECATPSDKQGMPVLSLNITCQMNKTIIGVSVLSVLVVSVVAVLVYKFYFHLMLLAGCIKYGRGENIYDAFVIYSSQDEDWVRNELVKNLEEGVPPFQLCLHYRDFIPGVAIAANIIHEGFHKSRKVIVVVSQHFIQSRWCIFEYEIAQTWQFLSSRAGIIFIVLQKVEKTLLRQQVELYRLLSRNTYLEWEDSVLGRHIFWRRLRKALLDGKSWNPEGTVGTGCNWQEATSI
# Target sequence (Q99836 whole entry, looked up): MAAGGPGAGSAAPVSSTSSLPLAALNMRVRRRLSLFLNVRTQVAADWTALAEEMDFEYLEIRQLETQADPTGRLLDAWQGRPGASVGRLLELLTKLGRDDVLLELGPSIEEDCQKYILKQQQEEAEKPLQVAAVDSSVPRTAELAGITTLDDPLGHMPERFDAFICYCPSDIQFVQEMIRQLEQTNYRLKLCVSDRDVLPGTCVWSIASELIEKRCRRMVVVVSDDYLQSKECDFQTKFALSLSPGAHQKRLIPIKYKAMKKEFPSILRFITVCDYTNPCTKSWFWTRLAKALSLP
# APP 5'UTR act: APP 5'UTR luciferase reporter activation | actives 1% (n = 190,000) | SH-SY5Y APP 5'UTR luciferase reporter, luminescence; zero percent = DMSO vehicle wells | activation, % at 2 µM;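 active = activation above a set limit, based on mean plus 3 SD of controls, cut at about 140% in these data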; note: values of inactives mirror those of a sister screen read the other way
# FLuc act counter: firefly luciferase counter-screen for stimulation assays; P08659; ATPlite luciferase biochemical, luminescence, 10 min; 0 = ATP-free wells, 1 = DMSO control; activation factor at 10 µM; 200,000 tested, under 10 active;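 active = luciferase activation factor, scaled between plate controls, of at least 2 with compound at 10 µM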
#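 Material: luciferase plus luciferin reagent, cell-free. Medium: PBS buffer for ATP. Also added: ATP substrate, dispensed from a 10.24 µM working solution in PBS. Doses: test compounds dosed from 2 mM stocks in 100% DMSO. Incubation: 10 min post-reagent at room temperature. Technique: light output (luminescence). Read-out basis: luminescence gain marking luciferase activators.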
# STAT1 act: increases IFN-gamma driven STAT1 reporter signal; activation (% of control), % at 5.5 µM; AID 932; NIH 3T3 STAT1-luciferase reporter, luminescence; 100% = IFN-gamma alone, no compound; actives 2.6% (n = 200,000);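 active = activation above the screen-wide mean activation plus 3 SD, cut at about 130% in these data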;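 note: raw ratio to IFN-gamma control signal so 100% means no change and 0% no light; values of inactives mirror those of a sister screen read the other way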
# Diaphorase inh: diaphorase inhibition or chemical oxidation counter-screen. diaphorase resazurin-to-resorufin fluorescence, NADH, 16 min; bacterial (C. kluyveri) enzyme, not human. inhibition, % at 20 µM. actives 0.69% (n = 190,000). AID 1217;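 active = primary screen inhibition at 20 µM above a set limit, cut at about 50% in these data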;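 note: plate controls were DMSO with full reaction for no effect and wells lacking NADH for full effect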
#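 Test system: bacterial diaphorase enzyme (C. kluyveri); Quantity: 0.14 U/mL diaphorase, enzyme working solution; Times: reaction incubation of 16 min at room temperature; Measured by: fluorescence of resorufin formed from resazurin, Ex 544/Em 590 nm; Benchmarks: positive control minus NADH, DMSO neutral control.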
# * hit, by the source's call; nt = no result given. Outcome played no part in choosing rows. Share with any hit: about 5.6%.
no.	Compound	APP 5'UTR act	NF-kB expr up	FLuc inhib CS	Diaphorase inh	Diaphorase act	TLR4 MyD88 comp	G6PDH counter	FLuc act counter	STAT1 act	APP transl inh
1	CN(CCC#N)C(=O)COC(=O)c1ccc(Cl)c(S(N)(=O)=O)c1	-1	1.1	-6	6	0.9	-5	5	1.1	97	1
2	C=CCSc1n[nH]c(-c2ccc(OC)cc2)n1	56	2.6	20	7	0.9	-15	6	0.8	140*	-56
3	CCOC(=O)C1(Cc2cccc(F)c2)CCN(Cc2cnn(CC)c2)CC1	-6	nt	-5	11	0.9	-10	1	1	94	6
4	CCSc1ccc(C(=O)Nc2cccc(C)n2)cc1[N+](=O)[O-]	5	1.4	-2	9	0.9	-2	5	1	89	-5
5	COc1ccc(CCNC(=O)COC(=O)c2cc(OC)c(OC)cc2OC)cc1OC	-13	1.1	-3	7	0.9	-13	8	1	101	13
6	O=C(O)/C=C/C(=O)NCCc1ccccc1	-16	0.45	-1	2	1	-1	3	1	98	16
7	O=C(N/N=C/c1ccccn1)c1cc(C2CC2)[nH]n1	6	1.8	34	3	1	4	2	0.7	126	-6
8	COc1ccc(S(=O)(=O)N2CCc3ccccc32)cc1C(=O)OCc1nnc(-c2ccccc2)o1	1	0.69	2	19	0.8	3	10	1	108	-1
9	COC(=O)c1c(NC(=O)c2ccccc2)sc(C(N)=O)c1C	6	0.98	-3	11	0.9	6	0	1	96	-6
10	CCN(CC)S(=O)(=O)c1ccc(OC)c(NC(=O)c2cc(=O)[nH]c3ccccc23)c1	0	0.89	-6	9	0.9	-7	-4	1.1	100	0
11	CN1CCN(CC(=O)O)CC1	3	1.1	-8	5	0.9	3	6	1.1	105	-3
12	O=C(COc1ccccc1)Nc1cccc2nsnc12	11	1.2	4	19	0.8	11	7	1	104	-11
13	Cc1c(-c2ccccc2)n[nH]c1C(=O)N=Nc1c(O)[nH]c2ccccc12	7	1.5	29	-5	1.1	-9	8	0.7	116	-7
14	CC(=O)Nc1ccc(-n2cc(-c3ccccc3)[nH]c2=S)cc1	2	1	13	13	0.9	2	-6	0.9	95	-2
15	COc1ccc(C)cc1NC(=O)CSc1nnc(-c2cc3cccc(OC)c3o2)n1N	-3	0.89	-6	4	1	-7	-72	1.1	89	3
16	O=C(NC1CCCCC1)C1CCCN(S(=O)(=O)c2ccc(Br)s2)C1 (centres undefined)	-26	1.2	-6	1	1	-1	6	1.1	98	26
17	COC(=O)C1(O)CC(C(C)C)=NN1C(=O)c1ccc(Cl)cc1 (centres undefined)	12	1.3	-5	19	0.8	-8	6	1	102	-12
18	CC(=O)Nc1cccc(C(=O)OCC(=O)c2ccccc2Cl)c1	29	2.2	82*	7	0.9	3	11	0.2	128	-29
19	COc1ccc(C(=O)OCC(=O)N2CCCCC2)cc1[N+](=O)[O-]	-26	1.2	-3	-2	1	12	2	1	94	26
20	CCN(CC)c1ccc(-c2nc3cnccc3n2C)cc1	77	2.5	50	15	0.8	-6	7	0.5	118	-78
21	NC(=O)CSc1nnc(Cn2c(=O)sc3ccccc32)n1-c1ccccc1	6	1	-1	7	0.9	-4	0	1	108	-6
22	CC(C)NC(=O)COc1ccc2c(c1)C(=O)CC(C)(C)O2	13	1.1	-4	-6	1.1	-10	10	1	103	-13
23	CC(C)(C)NC(=O)c1cccc2c1OC(C)(C)C2	3	1	-2	10	0.9	6	-1	1	101	-3
24	CCOC(=O)Cc1csc(N/N=C/c2ccccc2)n1	31	1.1	4	8	0.9	-8	3	1	114	-31
25	COC(=O)C(C(C)=O)C1=C/C(=N\S(=O)(=O)c2ccc(C)cc2)c2ccccc2C1=O (centres undefined)	-12	0.92	-6	38	0.6	11	46	1.1	90	12
26	O=C1c2cccnc2C(=O)N1C1CCCCC1	4	1	-10	-6	1.1	-4	6	1.1	90	-4
27	CC(NC(=O)Nc1ccccc1F)C(C)(C)C (centres undefined)	-10	1.7	-4	9	0.9	-18	10	1	96	10
28	CCn1c(SCC(=O)N/N=C/c2c[nH]c3ccccc23)nnc1-c1ccc(C(C)(C)C)cc1	-5	0.58	-3	32	0.7	12	0	1	100	5
29	C=CCn1c(SC(C)C(=O)NCc2ccc3c(c2)OCO3)nc2scc(-c3ccccc3)c2c1=O (centres undefined)	-10	1.1	-7	10	0.9	4	4	1.1	98	10
30	C/C(=N\Nc1ccc(Cl)c(C(=O)O)c1)c1ccc2c(c1)OCO2	22	1.9	4	-13	1.1	-3	9	1	131*	-22
31	O=C(NCc1nc(-c2ccccc2)no1)Nc1ccc(F)cc1	6	1	-10	10	0.9	1	11	1.1	97	-6
32	COc1cc(/C=C(\C#N)c2nnc(N3CCOCC3)n2-c2ccccc2)ccc1O	6	1.1	0	5	1	-1	-22	1	101	-6
33	CCN(CC)S(=O)(=O)c1ccc(C(=O)NC(=S)N(CCC#N)Cc2cccnc2)cc1	1	0.86	-1	17	0.8	3	-2	1	103	-1
34	Cc1ccnc(N2CCC(C(=O)Nc3ccc4c(c3)OCCO4)CC2)n1	-1	1.2	2	6	0.9	-4	3	1	109	1
35	NC1=NC(=Nc2cccc(Cl)c2)c2ccccc21	6	0.99	4	1	1	-9	12	1	105	-6
36	O=C(Nc1cc(Sc2ccccn2)cc([N+](=O)[O-])c1)c1cccc(Cl)c1	13	0.62	1	10	0.9	5	-18	1	92	-14
37	O=C(c1cc2nc(-c3ccccc3)cc(-c3ccccc3)n2n1)N1CCN(C(=O)c2ccco2)CC1	-1	0.37	-8	19	0.8	-18	-55	1.1	82	1
38	CCNC(=O)O/N=C(\C)c1sc(-c2ccccc2)nc1C	nt	2.8	5	12	0.9	9	9	1	115	nt
39	CC(C)(C)NC(=O)NC(=O)COC(=O)c1cccc(OC(F)F)c1	-14	0.93	-2	-7	1.1	-2	2	1	110	14
40	O=C(Nc1ccc(C(=O)N2CCCCC2)cc1)C1CCCCC1	-5	0.99	-7	1	1	-4	10	1.1	97	5

# Compound profiles, as listed above. Values in the order: APP 5'UTR act	NF-kB expr up	FLuc inhib CS	Diaphorase inh	Diaphorase act	TLR4 MyD88 comp	G6PDH counter	FLuc act counter	STAT1 act	APP transl inh
# Listed for COC(=O)C(C(C)=O)C1=C/C(=N\S(=O)(=O)c2ccc(C)cc2)c2ccccc2C1=O (centres undefined) : -12	0.92	-6	38	0.6	11	46	1.1	90	12
# Listed for CC(C)(C)NC(=O)c1cccc2c1OC(C)(C)C2 : 3	1	-2	10	0.9	6	-1	1	101	-3

# More results:
no.	Compound	APP 5'UTR act	NF-kB expr up	FLuc inhib CS	Diaphorase inh	Diaphorase act	TLR4 MyD88 comp	G6PDH counter	FLuc act counter	STAT1 act	APP transl inh
41	Cn1nnnc1SCC(=O)NCc1cc([N+](=O)[O-])ccc1O	-10	0.99	0	13	0.9	-1	5	1	103	10
42	CCN(CC)CCNCc1ccc(OCc2ccc(Cl)nc2)c(OC)c1	15	1.3	-5	-7	1.1	3	-3	1.1	101	-15
43	CC1C/C(=N/O)C(C)CN1 (centres undefined)	-6	1.2	-6	12	0.9	10	-1	1.1	104	6
44	CN(C)c1ccc(NC(=O)CSc2nc3ccccc3c(=O)n2C2CCCCC2)cc1	-1	1.2	-1	30	0.7	-17	5	1	97	1
45	Cc1cccc2cc(C#N)c(NCCNS(=O)(=O)c3ccc4c(c3)OCCO4)nc12	8	0.91	-5	23	0.8	-5	1	1.1	99	-8
46	COC(=O)CN1C(=S)N(c2ccc(OC)cc2)C(=O)/C1=C/c1ccc(OC)cc1	4	0.9	4	nt	nt	19	19	1	104	-4
47	Cc1cc(C)cc(N(C(=O)CCC(=O)Nc2ccccn2)C(C(=O)NC(C)C)c2ccc(O)cc2)c1 (centres undefined)	-16	1	-2	4	1	-9	4	1	96	16
48	O=c1c2c(nc3nc(COc4ccccc4)[nH]n13)CCC2	-6	1	6	11	0.9	-1	-13	0.9	106	6
49	Cc1cc(C)c(C)c(Cn2c(CO)nc3ccccc32)c1C	13	1.1	-12	22	0.8	-2	5	1.1	96	-13
50	O=C(OCC(=O)N1CCC(Cc2ccccc2)CC1)c1ccccc1	7	0.96	4	15	0.8	8	16	1	126	-7
51	O=C(COc1ccc(-n2cnnn2)cc1)NC1CCCCC1	-68	1	-4	9	0.9	-5	3	1	112	74*
52	CCN(CCO)C(=O)CC1C(=O)NCCN1Cc1c(F)cccc1Cl (centres undefined)	-4	1.2	1	2	1	4	4	1	102	4
53	CC(Sc1nnc(NC2CCCCC2)s1)C(=O)Nc1ccc2c(c1)C(=O)c1ccccc1C2=O (centres undefined)	32	1.2	-2	56*	0.4	-5	7	1	142*	-32
54	Cc1[nH]nc(NCCO)c1[N+](=O)[O-]	-16	1.2	-3	0	1	5	8	1	101	16
55	Cc1nn(C)c(C)c1CNC(=O)c1nn2c(c1Cl)NC(c1cccs1)CC2C(F)(F)F (centres undefined)	-3	0.94	-7	25	0.8	4	-6	1.1	86	3
56	CN(C)CC(=O)c1c(N)n(Cc2ccccc2)c(=O)n(C)c1=O	-10	0.95	-4	-7	1.1	1	4	1	102	10
57	COc1ccc2c(c1)C1NC(=S)NC(C)(O2)C1C(=O)Nc1ccc(C)cc1C (centres undefined)	23	0.91	-3	15	0.9	-10	11	1	97	-23
58	O=C(CCC(=O)Nc1ccc(Oc2ccccc2)cc1)NCCO	13	1.5	-7	14	0.9	-1	2	1.1	99	-14

# Among those listed so far, nine contain a Cl atom.
no.	Compound	APP 5'UTR act	NF-kB expr up	FLuc inhib CS	Diaphorase inh	Diaphorase act	TLR4 MyD88 comp	G6PDH counter	FLuc act counter	STAT1 act	APP transl inh
1	CN(CCC#N)C(=O)COC(=O)c1ccc(Cl)c(S(N)(=O)=O)c1	-1	1.1	-6	6	0.9	-5	5	1.1	97	1
17	COC(=O)C1(O)CC(C(C)C)=NN1C(=O)c1ccc(Cl)cc1 (centres undefined)	12	1.3	-5	19	0.8	-8	6	1	102	-12
18	CC(=O)Nc1cccc(C(=O)OCC(=O)c2ccccc2Cl)c1	29	2.2	82*	7	0.9	3	11	0.2	128	-29
30	C/C(=N\Nc1ccc(Cl)c(C(=O)O)c1)c1ccc2c(c1)OCO2	22	1.9	4	-13	1.1	-3	9	1	131*	-22
35	NC1=NC(=Nc2cccc(Cl)c2)c2ccccc21	6	0.99	4	1	1	-9	12	1	105	-6
36	O=C(Nc1cc(Sc2ccccn2)cc([N+](=O)[O-])c1)c1cccc(Cl)c1	13	0.62	1	10	0.9	5	-18	1	92	-14
42	CCN(CC)CCNCc1ccc(OCc2ccc(Cl)nc2)c(OC)c1	15	1.3	-5	-7	1.1	3	-3	1.1	101	-15
52	CCN(CCO)C(=O)CC1C(=O)NCCN1Cc1c(F)cccc1Cl (centres undefined)	-4	1.2	1	2	1	4	4	1	102	4
55	Cc1nn(C)c(C)c1CNC(=O)c1nn2c(c1Cl)NC(c1cccs1)CC2C(F)(F)F (centres undefined)	-3	0.94	-7	25	0.8	4	-6	1.1	86	3

# From PubChem
